# PTPN22 act: increases human PTPN22 phosphatase activity; 96,000 tested, 0.11% active; activation, % at 2 µM; recombinant LYP, DiFMUP fluorescence; 0 = plate median, 100 = signal doubled; Q9Y2R2; AID 697;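 active = activation at 2 µM above a set limit, the mean plus 5 SD, cut at about 37% in these data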
# PTPN22 inh 2: blocks human PTPN22 phosphatase activity | recombinant LYP catalytic domain, DiFMUP fluorescence | inhibition, % at 2 µM | 96,000 tested, 0.21% active | AID 640;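 active = inhibition at 2 µM at or above a set limit, the screen mean plus 3 SD, cut at about 24% in these data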;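 note: 0% = DMSO with enzyme and 100% = enzyme fully blocked by orthovanadate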
# EphB4 ephrin blk: EphB4-ephrin-B2 interaction antagonism; P54760; EphB4 LBD / TNYL-RAW-Alexa532 peptide, fluorescence polarization; inhibition, % at 7 µM; 97,000 tested, 0.15% active;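 active = inhibition above the screen-wide mean inhibition plus 3 SD, cut at about 15% in these data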;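 note: 0% = DMSO wells and 100% = excess unlabeled TNYL-RAW peptide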
# HIV Rev-RRE inh: HIV Rev-RRE protein-RNA interaction inhibition. P05866. inhibition, % at 8 µM. 97,000 tested, 0.79% active. Rev peptide-RRE RNA binding, FRET;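 active = inhibition above the screen-wide mean plus 3 SD, cut at about 35% in these data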;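 note: 0% = median DMSO wells and 100% = median Neomycin B control wells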
#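 Assay system: Labelled RRE RNA duplex and labelled Rev peptide | Times: 5 min preincubation and 15 min binding, 25 °C | Detection: FRET, ex 480 nm, em 540 and 671 nm | Evaluation: % inhibition of FRET ratio versus controls | Benchmarks: DMSO wells as 0% and neomycin B wells as 100% inhibition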
# PostGolgi yeast: growth inhibition of a yeast mutant, post-Golgi transport screen. post-Golgi transport phenotypic cell assay. inhibition, % at 10 µM. 98,000 tested, 0.9% active;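 note: yeast cells grown in 1536-well plates; yeast grown about 18 h at 30C before absorbance read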
# S1P2 ag: activates the human S1P2 receptor | S1P2-expressing cell line, agonist reporter read-out | 97,000 tested, 0.46% active | activation, % at 4.5 µM | AID 729 | O95136; in the data active = activation above about 16%;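 note: 0% = vehicle low control and 100% = maximal reference agonist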
# PostGolgi ctrl: yeast control strain growth, post-Golgi counter-screen; efflux-deficient yeast background strain, growth absorbance A615, 16 h; inhibition, % at 10 µM; 98,000 tested, 5% active; AID 738
# FAK blocker: blocks human focal adhesion kinase activity | biochemical FAK kinase activity assay | inhibition, %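 (tested at 7 µM)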 | 97,000 tested, 0.84% active | AID 727; in the data active = inhibition above about 19%;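 note: 0% = DMSO and 100% = reference compound high control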
# Target sequence (Q05397 whole entry, looked up): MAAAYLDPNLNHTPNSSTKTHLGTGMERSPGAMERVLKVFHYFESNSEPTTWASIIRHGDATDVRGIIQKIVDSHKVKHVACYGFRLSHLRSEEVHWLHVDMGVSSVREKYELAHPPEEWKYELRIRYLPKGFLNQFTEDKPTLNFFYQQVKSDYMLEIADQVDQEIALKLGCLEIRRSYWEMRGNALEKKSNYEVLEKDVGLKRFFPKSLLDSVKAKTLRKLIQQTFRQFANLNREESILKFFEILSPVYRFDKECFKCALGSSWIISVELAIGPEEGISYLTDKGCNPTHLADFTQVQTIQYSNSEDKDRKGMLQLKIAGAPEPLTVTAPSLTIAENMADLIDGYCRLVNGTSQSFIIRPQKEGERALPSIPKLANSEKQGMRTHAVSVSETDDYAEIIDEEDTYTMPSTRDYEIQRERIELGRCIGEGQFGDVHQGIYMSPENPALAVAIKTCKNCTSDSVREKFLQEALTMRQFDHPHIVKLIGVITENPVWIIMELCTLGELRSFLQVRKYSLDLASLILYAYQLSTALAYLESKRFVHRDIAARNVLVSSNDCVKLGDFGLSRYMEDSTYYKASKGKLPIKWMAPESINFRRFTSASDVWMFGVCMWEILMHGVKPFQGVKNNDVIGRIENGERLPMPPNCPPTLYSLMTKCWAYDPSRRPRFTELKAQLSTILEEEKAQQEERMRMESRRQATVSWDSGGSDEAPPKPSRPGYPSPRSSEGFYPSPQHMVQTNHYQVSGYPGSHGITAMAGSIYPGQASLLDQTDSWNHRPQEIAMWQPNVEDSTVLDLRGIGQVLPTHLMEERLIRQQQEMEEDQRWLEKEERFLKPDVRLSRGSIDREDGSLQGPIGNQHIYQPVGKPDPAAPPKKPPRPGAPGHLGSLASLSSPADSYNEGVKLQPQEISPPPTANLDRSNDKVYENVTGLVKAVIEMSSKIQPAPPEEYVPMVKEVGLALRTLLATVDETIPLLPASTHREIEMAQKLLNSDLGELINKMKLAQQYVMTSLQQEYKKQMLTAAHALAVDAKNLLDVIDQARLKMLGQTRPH
# S1P2 antag: antagonists of human S1P2 receptor; 97,000 tested, 0.21% active; AID 736; inhibition, % at 5 µM; cell-based S1P2 antagonist assay, inhibition at 5 uM; in the data active = inhibition above about 45%;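 note: CRE beta-lactamase reporter cells expressing human S1P2 stimulated with S1P; 0% = agonist at EC80 alone and 100% = agonist plus reference antagonist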
# * = called active by the depositor; . = no result given; [ ] = dose if it differs, or a comment. Cut-off read from the data, not from the text of the source, unless noted: active = inhibition above about 30%; inactive = the rest. Compounds as they come; about 7% have a hit in one of these screens.
no.	molecule	PTPN22 act	PTPN22 inh 2	EphB4 ephrin blk	HIV Rev-RRE inh	PostGolgi yeast	S1P2 ag	PostGolgi ctrl	FAK blocker	S1P2 antag
1	CCCOc1c(Br)cc(/C=N/O)cc1OC	8	-8	-5	1	-8	2	26	3	-36
2	Cc1ccc(NC(=O)c2nccnc2C(=O)O)cc1C	-4	3	11	13	-2	-2	.	6	23
3	CC(=O)c1ccc(N2CCN(C(=O)C3CCC3)CC2)cc1	-7	4	2	7	-8	-10	-14	-2	-6
4	CCOC(=O)C(C)n1cnc2sc3c(c2c1=O)CCC3 (stereo not drawn)	3	-6	-3	12	-3	-5	-4	-1	15
5	O=C(Nc1cc(C(=O)N2CCOCC2)ccc1N1CCCC1)c1cccs1	-9	7	8	3	-5	1	10	-9	5
6	Clc1ccc(OCc2nnc(-c3ccccc3Br)o2)cc1	6	-8	2	11	-10	-6	29	0	4
7	CCCCNC(=O)c1cc(-c2ccc(F)cc2)on1	-20	16	-3	-1	-4	-14	1	0	14
8	CCOC(=O)C(=CNc1cccc(C)c1C)C(=O)OCC	0	2	-8	3	-3	-1	6	-1	-3
9	CCS(=O)(=O)NCc1cn2ccsc2n1	12	-15	1	2	-1	1	8	-4	-4
10	Nc1cc(C(F)(F)F)ccc1C(=O)O	5	-8	-1	4	-9	-4	-2	2	7
11	Cc1ccc(S(=O)(=O)c2c(C)nn(C(C)(C)C)c2OC(=O)c2ccco2)cc1	-7	6	-5	14	7	-7	16	2	24
12	Cc1ccc(NC(=O)Cn2nnc(C(=O)NCc3ccccc3)c2N)cc1C	7	-4	2	4	5	-7	6	-2	22
13	CCCCCC(=O)NC(NC(=S)N1CCOCC1)C(Cl)(Cl)Cl (stereo not drawn)	2	-1	7	-2	.	-7	.	-2	11
14	[O-][n+]1onc2c1CCc1c-2nc(-c2ccccc2)n1OCc1ccccc1	5	-6	7	-3	6	-10	-4	-5	8
15	CCC(=O)Nc1nc(OC)cc(OC)n1	4	-6	-10	3	8	-5	-3	0	7
16	Brc1ccccc1-c1nnc(COc2cccc3cccnc23)o1	6	-6	7	5	9	0	33*	1	-29
17	CC(C)(C)c1ccc(C(=O)NNC(=O)c2cccc(Br)c2)cc1	-8	12	-1	15	-12	23*	-5	5	21
18	Cc1cc(C)c2cc3c(ccn3C3OC[C@H](O)[C@H](O)[C@H]3O)cc2n1 (stereo partly drawn)	-9	12	1	36	0	-9	-1	8	6
19	Cc1ccc(-c2cc(-c3ccc4c(c3)OCO4)c(C#N)c(N)n2)o1	-2	2	5	15	14	9	2	4	-23
20	CCOC(=O)c1c(C)cc(C)n2c1nc1ccccc12	27	-25	9	6	6	-4	23	-7	25
21	CCN(CCNC(=O)CS(=O)(=O)Cc1nc(-c2cccc(OC)c2)oc1C)c1ccccc1	-9	5	3	3	-5	-9	13	-1	-3
22	Cc1[nH]c2ccc(F)cc2c(=O)c1SC(F)(F)C(F)F	-10	9	1	8	-20	-1	3	6	9
23	CCN1CCN(C(c2cccs2)C(C)NC(=O)c2cccc(OC)c2OC)CC1 (stereo not drawn)	-12	10	2	-1	-1	-6	-3	4	-7
24	S=c1[nH]nc(CSCc2ccc(Cl)cc2Cl)n1-c1ccccc1	-1	-2	8	-1	-12	-6	21	-2	3
25	CCOC(=O)c1cnn(-c2cccc(Cl)c2)c1N	8	-9	2	9	-3	-5	13	6	-1

# Rewritten with two lines to a compound: entries from further up.
# Values in the order – PTPN22 act, PTPN22 inh 2, EphB4 ephrin blk, HIV Rev-RRE inh, PostGolgi yeast, S1P2 ag, PostGolgi ctrl, FAK blocker, S1P2 antag
1) CCCOc1c(Br)cc(/C=N/O)cc1OC
  8, -8, -5, 1, -8, 2, 26, 3, -36
2) Cc1ccc(NC(=O)c2nccnc2C(=O)O)cc1C
  -4, 3, 11, 13, -2, -2, ., 6, 23
3) CC(=O)c1ccc(N2CCN(C(=O)C3CCC3)CC2)cc1
  -7, 4, 2, 7, -8, -10, -14, -2, -6
4) CCOC(=O)C(C)n1cnc2sc3c(c2c1=O)CCC3 (stereo not drawn)
  3, -6, -3, 12, -3, -5, -4, -1, 15
5) O=C(Nc1cc(C(=O)N2CCOCC2)ccc1N1CCCC1)c1cccs1
  -9, 7, 8, 3, -5, 1, 10, -9, 5
6) Clc1ccc(OCc2nnc(-c3ccccc3Br)o2)cc1
  6, -8, 2, 11, -10, -6, 29, 0, 4
7) CCCCNC(=O)c1cc(-c2ccc(F)cc2)on1
  -20, 16, -3, -1, -4, -14, 1, 0, 14
8) CCOC(=O)C(=CNc1cccc(C)c1C)C(=O)OCC
  0, 2, -8, 3, -3, -1, 6, -1, -3
9) CCS(=O)(=O)NCc1cn2ccsc2n1
  12, -15, 1, 2, -1, 1, 8, -4, -4
10) Nc1cc(C(F)(F)F)ccc1C(=O)O
  5, -8, -1, 4, -9, -4, -2, 2, 7
11) Cc1ccc(S(=O)(=O)c2c(C)nn(C(C)(C)C)c2OC(=O)c2ccco2)cc1
  -7, 6, -5, 14, 7, -7, 16, 2, 24
12) Cc1ccc(NC(=O)Cn2nnc(C(=O)NCc3ccccc3)c2N)cc1C
  7, -4, 2, 4, 5, -7, 6, -2, 22
13) CCCCCC(=O)NC(NC(=S)N1CCOCC1)C(Cl)(Cl)Cl (stereo not drawn)
  2, -1, 7, -2, ., -7, ., -2, 11
14) [O-][n+]1onc2c1CCc1c-2nc(-c2ccccc2)n1OCc1ccccc1
  5, -6, 7, -3, 6, -10, -4, -5, 8

# Following part:
no.	molecule	PTPN22 act	PTPN22 inh 2	EphB4 ephrin blk	HIV Rev-RRE inh	PostGolgi yeast	S1P2 ag	PostGolgi ctrl	FAK blocker	S1P2 antag
26	Cn1nnnc1SCC(=O)N1CCc2ccccc2C1	-4	4	-9	4	-4	-5	-2	-2	-2
27	O=C1SCCc2c1n(Cc1ccccc1)c1ccccc21	6	-5	0	3	.	-4	.	1	-29
28	CCOC(=O)c1cnc(SCC(=O)Nc2nnc(CC)s2)nc1N	-11	9	0	5	-4	-10	16	0	-1
29	CO/C([O-])=N/c1c[n+](-c2ccc(C)cc2)no1	-1	-4	3	9	-7	1	8	-1	-2
30	Cc1ccc(NCc2nnc3n2CCCCC3)cc1	-4	4	7	7	-4	-3	4	2	28
31	COc1ccc(CCN2C(=O)CC(N3CCOCC3)C2=O)cc1 (stereo not drawn)	1	2	-4	3	7	-9	7	6	6
32	N#Cc1ccccc1NC(=O)CSc1nnc(-c2ccccc2)n1-c1ccccc1	0	-4	5	7	10	-2	2	-1	3
33	CCCC(=O)Nc1ccc(C(=O)/C=C/c2ccc(SC)cc2)cc1	2	2	-1	7	-3	-11	1	7	-2
34	COCCn1c(SCC(=O)Nc2cc(Cl)ccc2OC)nc2c(c1=O)SC(C)C2 (stereo not drawn)	0	0	-1	4	1	-4	27	3	-45
35	COc1ccc(NC(=O)C2C3C=CC(C3)C2C(=O)NCc2ccco2)c(OC)c1 (stereo not drawn)	1	-2	-3	3	.	-5	.	-2	-1
36	CCOC(=O)c1ccc(NC(=O)COc2ccc(S(=O)(=O)N3CCCC3)cc2)cc1	10	-8	1	13	13	-7	9	-1	3
37	CCOC(=O)C1=C(C)N(C)C(=S)NC1c1ccccc1Cl (stereo not drawn)	-8	10	-4	3	5	-3	14	8	18
38	CC(C)(C)c1cc(CN2CCCC(O)C2)c(O)c(C(C)(C)C)c1 (stereo not drawn)	-2	-1	-2	3	-3	-14	29	0	-8
39	CCOCCc1nnc(NC(=O)Cc2ccccc2)s1	-9	8	0	3	0	-5	4	-3	-1
40	CCOC(=O)CC1ON(C)C(=O)N1c1ccc([N+](=O)[O-])cc1 (stereo not drawn)	-5	6	-1	1	-5	1	3	3	-13
41	Cn1c(N)c(C#N)c(C#N)c1-c1ccccc1	-10	9	0	9	.	-5	.	8	13
42	CC(C)NC(=O)C12CC3CC(C1)CC(n1cnc(Cl)n1)(C3)C2	-6	5	-3	2	-5	-2	8	1	15
43	Cc1ccc(C)c(N2CCN(C(=O)C(Cc3ccccc3)n3cccc3)CC2)c1 (stereo not drawn)	-3	0	1	-3	-11	-1	13	1	8
44	CCN(CC)CC(=O)c1ccc(-c2ccccc2)cc1	7	-10	-7	5	13	0	7	-1	-27
45	COCCCNc1c2c3c(cccc3[nH]c1=O)C(=O)c1ccccc1-2	3	-4	48*[fluorescence artefact?]	141*[fluorescence artefact?]	0	-6	19	20*	-11
46	COc1ccccc1CC(=O)N1CCN(c2ccccn2)CC1	4	-1	6	3	28	-3	-3	-1	-4
47	CCOC(=O)C1CCCN(c2c(NCCCN(C)c3ccccc3)c(=O)c2=O)C1 (stereo not drawn)	1	-4	3	-1	-16	-5	1	6	6
48	N#Cc1nc(COc2cccc(Cl)c2)oc1N1CCCC1	-12	10	3	16	17	-4	28	5	24
49	CCOc1ccccc1N/C=C(\C#N)c1nc2ccccc2n1C	-10	12	-7	-2	-1	0	26	-1	-17
50	CN(C)C(=O)CN1C(=O)C2CC=C(Cl)CC2C1=O (stereo not drawn)	11	-13	-2	1	0	-6	4	0	26

# More compounds follow.
no.	molecule	PTPN22 act	PTPN22 inh 2	EphB4 ephrin blk	HIV Rev-RRE inh	PostGolgi yeast	S1P2 ag	PostGolgi ctrl	FAK blocker	S1P2 antag
51	O=c1c2c3c(sc2ncn1/N=C/c1ccccc1)CCCC3	4	-3	-6	6	.	-4	.	-1	6
52	CNC(=O)c1[nH]cnc1C(=O)Nc1cccc(OC)c1	2	0	-2	3	28	-4	4	3	-12
53	CC(C)(C)C1=Nn2c(nnc2-c2ccccc2F)SC1	-6	5	-1	-1	12	-1	6	0	0
54	COc1cc(C2NC(=O)NC(O)(C(F)(F)F)C2C(=O)c2cccs2)ccc1O (stereo not drawn)	4	-3	-2	7	4	1	5	-2	-1
55	O=C1Nc2ccc(F)cc2C12Nc1ccccc1-c1nnc(SCc3ccccc3Cl)nc1O2 (stereo not drawn)	2	2	9	-1	-10	-4	22	-7	11
56	Cc1c(C#N)c(NC(=O)c2cccc(Cl)c2)n(Cc2ccccc2)c1C	1	3	2	10	0	-2	4	-9	0
57	Cc1ccc(OCc2nc(C#N)c(N3CCCC3)o2)cc1	-11	8	8	11	7	-1	5	0	7
58	Cc1ccccc1OCC(=O)NC1=NCCS1	-1	0	2	9	-3	-6	5	-1	-12
59	Cc1ccc(OCCOCCn2ccnc2)c(Br)c1	-2	5	9	2	19	-2	13	2	-1
60	O=C(Nc1cccc(-c2cn3ccsc3n2)c1)c1ccccc1	11	-12	-8	-4	-9	-3	5	0	1
61	CC(C)Cc1cc(C(=O)N2CCN(C(c3ccccc3)c3ccccc3)CC2)no1	1	-1	-8	-4	0	1	17	-5	-26
62	O=C(Nc1ccc(S(=O)(=O)N2CCC(C(=O)NC3CCCCC3)CC2)cc1)c1ccco1	-6	4	1	-3	6	-3	12	1	-22
63	CCCCCCC(=O)NC(Nc1ccc(S(N)(=O)=O)cc1)C(Cl)(Cl)Cl (stereo not drawn)	14	-17	-7	6	4	-6	8	0	3
64	COc1ccc(C(=S)Nc2ccccc2)cc1	9	-5	-2	-2	9	-4	-2	-5	14
65	COc1ccc2[nH]c3c(N4CC(C)OC(C)C4)ncnc3c2c1 (stereo not drawn)	2	0	-6	2	-3	3	5	4	-12

# High-throughput results as filed in PubChem.
